From PubChem BioAssay
Texas Red fluor = Texas Red region autofluorescence; max dye-equivalent concentration, M; AID 587; Compound fluorescence, Texas Red channel, 547/618 nm; hits give high values; 0.06% of 59,000 active; in the data active = max dye-equivalent concentration above about 10 nM; inconclusive = between about 1.1 nM and that limit
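Compound titrations in 100 mM Tris pH 8.0 were incubated 15 min at room temperature and read at 547 nm excitation / 618 nm emission. Texas Red six-point standard curve on each plate converted fluorescence to dye-equivalent concentration.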
FLuc inh = firefly luciferase inhibition | P08659 | purified firefly luciferase, luminescence, 8 min | Potency, µM (series often up to 57.1 µM), for the others: top-dose activity change, negative = inhibition, hits mostly inhibitors | 2.2% of 72,000 active; also: potency is read from the fitted curve at half-maximal effect; % is scaled to controls: 0 for no effect and ±100 for the full control effect; nearly all actives have a fitted effect of over 40% in size
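Inhibition of light generation by firefly luciferase from ATP and luciferin was profiled with concentration-response curves per sample, ATP held at 10 uM within the enzyme's linear range. Plates were read by luminescence after an 8-minute ambient incubation.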
Fluorescein fluor = compound fluoresces in the fluorescein spectral region. Compound autofluorescence, 480/540 nm, fluorescein-equivalent; hits give high values. max fluorescein-equivalent concentration, M. 0.91% of 59,000 active. AID 593; in the data active = max fluorescein-equivalent concentration above about 10 nM; inconclusive = between about 1.1 nM and that limit
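Fluorescein stocks ranging 3 mM down to 300 nM, plus DMSO blanks, were pinned alongside compounds to build a per-plate standard curve. Buffer: 100 mM Tris, pH 8.0. Incubation 15 min, room temperature; filters 480/540 nm.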
ERK AVP block = blocks ERK signaling stimulated by vasopressin; HEK293-V1b, vasopressin-stimulated pERK AlphaScreen; Potency, µM (highest dose often 57.5 µM), inactives show at the highest dose activity, negative = inhibition, hits mostly inhibitors; 0.99% of 72,000 active; AID 995; also: potency is read from the fitted curve at half-maximal effect; % is scaled to controls: 0 for no effect and ±100 for the full control effect; nearly all actives have a fitted effect of over 55% in size
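Phosphorylated ERK1/2 detected via AlphaScreen bead proximity in lysates of V1b-expressing HEK293 cells given 25 nM vasopressin for 5 min after 30 min compound exposure (37 °C). AC50 from Hill equation; basal DMSO 0%, vasopressin 100%.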
Caspase-7 inhib = allosteric or competitive inhibitors of human caspase-7; Potency, µM (titrated, usually from 57.5 µM), for the others: at the highest dose activity change, negative = inhibition, most hits filed as inhibitors; recombinant caspase-7, Ac-DEVD-AFC fluorescence rate; 0.02% of 75,000 active; P55210; active = well fitted inhibition curve with a large enough effect in the main read-out, with a control signal flat, not every such curve was filed as active; inconclusive = small, poorly fitted or top-dose-only effect, or a change in a side signal; also: potency is read from the fitted curve at half-maximal effect; % of control where 0% means no effect
Target sequence (P55210 24-198 limits assumed): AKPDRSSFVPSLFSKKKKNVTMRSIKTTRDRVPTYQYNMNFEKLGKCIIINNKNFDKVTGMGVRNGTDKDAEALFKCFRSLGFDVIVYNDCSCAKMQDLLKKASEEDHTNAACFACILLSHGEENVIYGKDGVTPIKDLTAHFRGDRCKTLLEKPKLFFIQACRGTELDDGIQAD
Target sequence (P55210 207-303 limits assumed): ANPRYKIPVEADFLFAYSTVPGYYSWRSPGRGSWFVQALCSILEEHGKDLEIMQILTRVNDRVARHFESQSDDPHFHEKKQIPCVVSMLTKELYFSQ
A350 autofl = compounds fluorescent in Alexa 350 spectral region; AID 590; 11% of 59,000 active; max dye-equivalent concentration, M; Compound autofluorescence, 340/450 nm, Alexa 350 dye-equivalents; hits give high values; in the data active = max dye-equivalent concentration above about 10 nM; inconclusive = mostly about 1.1 nM to 9.6 nM
Rhodamine autofl = compound autofluorescence in rhodamine spectral region | AID 594 | Rhodamine-region fluorescence, 547/598 nm, Tris buffer; hits give high values | 0.05% of 59,000 active | max dye-equivalent concentration, M; in the data active = max dye-equivalent concentration above about 11 nM; inconclusive = between about 1.1 nM and that limit
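Compounds in 100 mM Tris buffer, pH 8.0, were incubated 15 min at room temperature, then read at 547 nm excitation and 598 nm emission. Fluorescence was normalized against a per-plate six-point rhodamine standard curve as dye-equivalent concentration.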
Tau fil binding = tau filament binding. recombinant tau filaments, thioflavin S fluorescence, 15 h; filaments grown with octadecylsulfate alongside compound. Potency, µM (series often up to 57.1 µM), without a hit: top-dose activity change, negative = inhibition. 2% of 71,000 active;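 also: potency is read from the fitted curve at half-maximal effect; % is scaled to controls: 0 for no effect and ±100 for the full control effect; actives lower thioflavin S fluorescence by blocking filaments or displacing dye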
Target sequence (P10636 whole entry, looked up): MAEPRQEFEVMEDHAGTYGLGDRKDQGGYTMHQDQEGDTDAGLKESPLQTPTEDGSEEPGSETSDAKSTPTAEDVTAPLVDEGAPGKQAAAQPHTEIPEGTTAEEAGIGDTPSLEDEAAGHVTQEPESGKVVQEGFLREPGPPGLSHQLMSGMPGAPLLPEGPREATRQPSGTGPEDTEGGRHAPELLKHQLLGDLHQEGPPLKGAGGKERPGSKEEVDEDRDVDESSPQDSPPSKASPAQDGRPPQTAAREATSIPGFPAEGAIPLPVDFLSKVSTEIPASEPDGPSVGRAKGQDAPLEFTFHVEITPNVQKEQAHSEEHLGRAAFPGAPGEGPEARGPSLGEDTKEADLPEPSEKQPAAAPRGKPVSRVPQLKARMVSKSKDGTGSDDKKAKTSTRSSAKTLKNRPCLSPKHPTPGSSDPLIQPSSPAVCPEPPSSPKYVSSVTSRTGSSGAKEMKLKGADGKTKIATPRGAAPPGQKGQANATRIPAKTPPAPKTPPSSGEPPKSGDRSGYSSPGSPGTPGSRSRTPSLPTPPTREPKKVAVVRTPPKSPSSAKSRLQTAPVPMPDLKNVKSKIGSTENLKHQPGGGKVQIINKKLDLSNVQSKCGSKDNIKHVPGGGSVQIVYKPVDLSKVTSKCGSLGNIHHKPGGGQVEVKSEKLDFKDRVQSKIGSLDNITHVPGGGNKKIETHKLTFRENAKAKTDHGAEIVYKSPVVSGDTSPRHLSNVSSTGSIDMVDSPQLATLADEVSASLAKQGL
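His-tagged recombinant human tau (exons 2, 3 and 10 included), 1 uM, was induced to fibrillize by 30 uM sodium octadecylsulfate with compound present. After 15 h at 37 C, thioflavine S fluorescence (ex 450, em 510 nm) was read.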
HEK293 cAMP cs = raises cAMP in parental HEK293 cells, TSHR agonist counter-screen. 2.5% of 73,000 active. parental HEK293 CNG cAMP sensor, membrane potential fluorescence. Potency, µM (doses to about 57.1 µM), without a hit: at the top dose activation, actives largely listed as activators; also: potency is read from the fitted curve at half-maximal effect; % of control where 0% means no effect; nearly all actives have a fitted effect of over 55% in size
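Counterscreen for endogenous-receptor signalling: CNG-channel HEK 293 cells report cAMP rise by membrane depolarization. After 60 min dye equilibration with 100 uM RO 20-1724, compounds incubated 30 min before bottom-read fluorescence at 590 nm.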
4MU fluor = compound fluoresces in the 4-MU spectral region; compound autofluorescence, 340/450 nm, 4-MU equivalents; hits give high values; max dye-equivalent concentration, M; 11% of 59,000 active; AID 589; in the data active = max dye-equivalent concentration above about 10 nM; inconclusive = mostly about 1.1 nM to 9.6 nM
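Intrinsic fluorescence at 340/450 nm (ex/em) was read after 15 min at room temperature in pH 8.0, 100 mM Tris. Each compound concentration expressed as 4-MU-equivalent concentration from a six-point 4-MU standard series on each plate.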
Caspase-1 inhib = blocks human caspase-1 allosterically or competitively; Potency, µM (top dose mostly 57.5 µM), inactives show at the highest dose activity change, negative = inhibition, most hits filed as inhibitors; 0.03% of 75,000 active; Caspase-1 enzyme, Ac-WEHD-AFC fluorogenic rate; AID 900; P29466;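 also: potency is read from the fitted curve at half-maximal effect; plate controls were vehicle for no effect and no substrate for full effect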
* hit, by the source's call; i = inactive; u = inconclusive; x = not tested or not shown; & = joins results of further samples; ! = repeats disagree; [ ] = remark or other dose. Unless noted, calls follow the shape of the dose curve; as a rule, active = well fitted curve in the direction sought with a large enough effect; inconclusive = small, poorly fitted or top-dose-only effect, or another doubt; inactive = no such curve, though single readings can be large; an effect the other way counts as inactive or inconclusive. This is a subset; count on the stated rates, not on these rows.

#	smiles	Texas Red fluor	FLuc inh	Fluorescein fluor	ERK AVP block	Caspase-7 inhib	A350 autofl
1	CCCOc1ccc(N2C(=O)CC(N3CCC(C(=O)OCC)CC3)C2=O)cc1 (stereo not given)	x	2%	x	-2%	2%	x
2	O=C1CC(c2ccccc2)n2nc(NC(=O)c3cccnc3)nc2N1 (stereo not given)	i	1%	u	11%	-1%	i
3	COc1ccc(OCc2nc(N)nc(Nc3cccc(C)c3C)n2)cc1	i	2%	u	-5%	1%	i
4	COc1ccc(C(=O)COc2ccc(NC(C)=O)cc2)cc1	i	-4%	u	-13%	0%	i
5	O=C(OCCCC(=O)N1CCOCC1)c1ccccc1	i	1%	u	6%	0%	1.5e-08M*
6	Cc1ccc(S(=O)(=O)CCc2nnc(NC(=O)c3ccccn3)s2)cc1	i	-1%	u	-13%	1%	i
7	CN(C)C=Nc1nonc1-c1ncn[nH]1	i	2%	i	19%	1%	i
8	Clc1ccc(-c2nnc(-c3ccccc3Cl)o2)cc1	x	13µM*	x	42%	-1%	x
9	Cc1cccc(C(=O)Nc2ncc(CN3CCOCC3)s2)c1	i	2%	u	-20%	0%	i
10	CCOCCCNC(=O)C(c1ccc(C)cc1)N(Cc1ccc2c(c1)OCO2)C(=O)CNC(C)=O (stereo not given)	i	-2%	i	16%	0%	i
11	Cc1cc(NC(=O)CC23CC4CC(C2)CC(CC(=O)Nc2cc(C)on2)(C4)C3)no1	i	0%	i	5%	-1%	i
12	O=C(CCn1c(=O)oc2ccccc21)N1CCN(c2ccccc2Cl)CC1	i	-1%	i	7%	-2%	i
13	COc1ccccc1NC(=O)CCSc1nnnn1C	i	6%	i	-7%	0%	i
14	Cc1ccc(NCCNc2ccc(C)cc2)cc1	i	0%	i	-25%	-1%	i
15	CC(=O)NC1CC2CCCC(C1)N2CC(=O)Nc1ccccc1 (stereo not given)	u	1%	i	4%	1%	i

#	Rhodamine autofl	Tau fil binding	HEK293 cAMP cs	4MU fluor	Caspase-1 inhib
1	x	1%	16%	x	1%
2	i	-10%	-2%	i	0%
3	i	33%	9%	i	0%
4	i	-6%	9%	i	-2%
5	i	10%	-1%	1.2e-08M*	-1%
6	i	8%	1%	i	-2%
7	i	-6%	14%	i	1%
8	x	87%	u	x	-4%
9	i	0%	4%	i	-2%
10	i	-2%	6%	i	0%
11	i	-5%	10%	i	-1%
12	i	3%	29%	i	2%
13	i	4%	4%	i	-1%
14	i	3%	-3%	i	-1%
15	i	-6%	1%	i	4%

A draw from above in order of length of the SMILES, highest first.
#	smiles	Texas Red fluor	FLuc inh	Fluorescein fluor	ERK AVP block	Caspase-7 inhib	A350 autofl
1	CCCOc1ccc(N2C(=O)CC(N3CCC(C(=O)OCC)CC3)C2=O)cc1 (stereo not given)	x	2%	x	-2%	2%	x
8	Clc1ccc(-c2nnc(-c3ccccc3Cl)o2)cc1	x	13µM*	x	42%	-1%	x
13	COc1ccccc1NC(=O)CCSc1nnnn1C	i	6%	i	-7%	0%	i

#	Rhodamine autofl	Tau fil binding	HEK293 cAMP cs	4MU fluor	Caspase-1 inhib
1	x	1%	16%	x	1%
8	x	87%	u	x	-4%
13	i	4%	4%	i	-1%

Other compounds
#	smiles	Texas Red fluor	FLuc inh	Fluorescein fluor	ERK AVP block	Caspase-7 inhib	A350 autofl
16	CCOc1ccc(S(=O)(=O)N(CC(=O)O)c2ccccc2)cc1	x	0%	x	-10%	1%	x
17	O=C(NCCCNC(=O)NC1CCCCC1)NC1CCCCC1	i	0%	u	-8%	-1%	i
18	COc1cccc(OCC(=O)Nc2ccccc2C(N)=O)c1	i	6.3µM*	u	2%	1%	i
19	COc1ccc(NC(=O)c2c(F)c(F)c(F)c(F)c2F)cc1Cl	i	1%	i	-2%	-2%	i
20	O=C(NCCN1CCN(Cc2ccccc2)CC1)C1CC(=O)N(C2CCCC2)C1 (stereo not given)	i	0%	i	14%	1%	i
21	O=C(NCc1cccnc1)c1cn(-c2ccccc2)nc1-c1cccs1	i	10µM*	u	-25%	-2%	i
22	O=C1c2ccccc2C(=O)N1C[C@]1(C(=O)O)NCCS1(=O)=O	i	4%[11.4 µM]	i	5%[11.5 µM]	2%[11.5 µM]	i
23	COc1cc(-c2nc(-c3ccc(NC(=O)c4ccc5c(c4)OCO5)cc3)no2)cc(OC)c1OC	i	-8%	i	-22%	-3%	i
24	Cc1cccc(NC(=O)CSc2nnc(-c3ccncc3)n2C)c1	i	-1%	i	6%	0%[0.00368 µM]	i
25	CCn1c(SCC(=O)Nc2nc(C)cs2)nnc1-c1cccnc1	u	1%	u	5%	-2%	i
26	Cc1ccc(-c2nnc3n2N=C(c2ccccc2Br)CS3)cc1	i	-5%	u	-19%	-7%	i
27	COc1cc(C(=O)NCCC2=CCCCC2)cc(OC)c1OC	x	1%	x	-11%	1%	x
28	CCOC(=O)NC(Nc1nnc(C)s1)(C(=O)OCC)C(F)(F)F (stereo not given)	i	2%	i	6%	-2%	i
29	CCc1nc2ccccc2n1CCC(C)C	i	-1%	i	u	-1%	i
30	CCCSc1nsc(SCCC)c1C(N)=O	i	0%	u	-14%	1%	i

#	Rhodamine autofl	Tau fil binding	HEK293 cAMP cs	4MU fluor	Caspase-1 inhib
16	x	-3%	17%	x	0%
17	i	2%	2%	i	-1%
18	i	13%	7%	i	2%
19	i	18%	5%	i	1%
20	i	1%	14%	i	-1%
21	i	24%	-4%	i	0%
22	i	-3%[11.4 µM]	0%[11.4 µM]	i	0%[11.5 µM]
23	i	i	23%	i	-3%
24	i	-3%	2%	i	-1%
25	i	-19%	10%	i	4%
26	i	158%	u	i	-6%
27	x	-3%[11.4 µM]	15%[11.4 µM]	x	-5%
28	i	7%	6%	i	1%
29	i	4%	u	i	3%
30	i	-8%	4%	i	0%

New compounds follow:
#	smiles	Texas Red fluor	FLuc inh	Fluorescein fluor	ERK AVP block	Caspase-7 inhib	A350 autofl
31	C=CCc1cc(C)ccc1OCC(O)CN1CCN(c2ccccc2)CC1 (stereo not given)	u	3%	i	-12%	-3%	i
32	Cc1ccccc1Cn1c(CN2CCN(C(=O)c3ccco3)CC2)nc2c1c(=O)n(C)c(=O)n2C	x	4%	x	x	-1%	x
33	Cn1cnnc1-c1cccc(NS(=O)(=O)c2ccc(N3CCCC3=O)cc2)c1	u	1%	i	-11%	1%	i
34	CCOC(=O)N1CCN(C(=O)CNC(=O)Cc2ccc(Cl)cc2)CC1	u	1%	i	-10%	-4%	i
35	N#CCCSc1ccccc1NC(=O)c1ccc(S(=O)(=O)N2CCCC2)cc1	i	-18%	i	0%	-2%	i
36	CCOC(=O)c1cccc(NC(=O)C2CCCN(S(=O)(=O)c3c(C)n[nH]c3C)C2)c1 (stereo not given)	i	1%	i	18%	2%	i
37	COc1ccc(C2(C(=O)N3CCOCC3)CCOCC2)cc1OC	u	2%	u	8%	-3%	i
38	CC(C)c1nnc(NC(=O)c2ccc(N3C(=O)CCC3=O)cc2)s1	x	0%	x	x	0%	x
39	Cn1c(NC(=O)c2cccnc2)nc2ccccc21	i	-23%	i	-4%	4%	i
40	COc1cccc(C2CC(c3ccccc3Cl)n3nnnc3N2)c1 (stereo not given)	i	0%	i	-15%	-7%	i
41	COC(=O)COc1ccc(S(=O)(=O)NC2CCCCCC2)cc1	i	2%	i	-9%	-1%	i
42	CCOCCOC(=O)CCSc1n[nH]c(=O)[nH]c1=O	i	3%	u	24%	3%	i
43	COC(=O)NCc1ccc(S(=O)(=O)N2CCOCC2)cc1	u	1%	u	3%	2%	i
44	CCOP(=O)(c1ccccc1)C1(C#N)CCCC1 (stereo not given)	i	0%[25.5 µM]	i	x	x	i
45	CNC(=O)CN1C(=O)C2C3C=CC(C3)C2C1=O (stereo not given)	i	1%	i	-5%	-5%	i
46	CC1=C(/C=C/C(C)=C/C=C/C(C)=C\C=O)C(C)(C)CCC1	x	x	x	-3%	-7%	x
47	CN(CCOc1ccc(C[C@H](Nc2ccccc2C(=O)c2ccccc2)C(=O)O)cc1)c1ccccn1	i	-8%&-10%	u	11%	-15%	i
48	COc1ccc(OC)c2sc(NC(=O)C3CC3)nc12	x	1%	x	x	-6%	x

#	Rhodamine autofl	Tau fil binding	HEK293 cAMP cs	4MU fluor	Caspase-1 inhib
31	i	37%	8%	i	2%
32	x	-8%	10%	x	-1%
33	i	-8%	-3%	i	1%
34	i	2%	9%	i	-1%
35	i	-4%	8%	i	-1%
36	i	15%	5%	i	3%
37	i	-2%	8%	i	3%
38	x	10%	3%	x	-5%
39	i	-3%	10%	i	-1%
40	i	-2%	12%	i	-1%
41	i	-5%	3%	i	-1%
42	i	-3%	2%	i	-2%
43	i	-3%	0%	i	4%
44	i	x	x	i	x
45	i	1%	3%	i	2%
46	x	6.3µM*	-24%	x	-1%
47	i	40µM*!	u	i	-4%
48	x	-9%	8%	x	-5%

Ordered by value in Caspase-1 inhib (highest first): 5 of the compounds above.
nr	structure	Caspase-1 inhib
43	COC(=O)NCc1ccc(S(=O)(=O)N2CCOCC2)cc1	4%
36	CCOC(=O)c1cccc(NC(=O)C2CCCN(S(=O)(=O)c3c(C)n[nH]c3C)C2)c1 (stereo not given)	3%
35	N#CCCSc1ccccc1NC(=O)c1ccc(S(=O)(=O)N2CCCC2)cc1	-1%
6	Cc1ccc(S(=O)(=O)CCc2nnc(NC(=O)c3ccccn3)s2)cc1	-2%
48	COc1ccc(OC)c2sc(NC(=O)C3CC3)nc12	-5%
